IMP-1 inhibitor – blocks Pseudomonas aeruginosa IMP-1 metallo-beta-lactamase; 290,000 tested, 0.45% active; inhibition, % at 5.6 µM; purified IMP-1, nitrocefin hydrolysis, epi-absorbance fluorescence; AID 1556;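 active = inhibition above the mean plus 3 SD of all compounds in the same screening run, cut at about 4.5% in these data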;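 also: 0% = IMP-1 with DMSO and 100% = DMSO wells lacking enzyme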
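System: purified recombinant IMP-1 beta-lactamase. Medium: Zinc- and detergent-supplemented HEPES buffer, pH 7.1. Compound: one 5.6 µM dose […]. Schedule: 15 min preincubation plus 25 min reaction at 25 °C. Technique: Epi-absorbance fluorescence, 480 nm excitation, 530 nm emission.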
OXTR agonist – human OXTR agonism. P30559. 320,000 tested, 0.32% active. CHO-OTR cells, Fluo-8 calcium fluorescence; normalized: DMSO 0%, oxytocin 100%. AID 2435. activation, % at 3 µM;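 active = activation above the mean of all tested compounds plus 3 SD, cutoff set per screening run, cut at about 20% in these data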;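 also: peak over basal fluorescence ratio from a 100 s FLIPR kinetic read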
Target sequence (P30559 whole entry, looked up): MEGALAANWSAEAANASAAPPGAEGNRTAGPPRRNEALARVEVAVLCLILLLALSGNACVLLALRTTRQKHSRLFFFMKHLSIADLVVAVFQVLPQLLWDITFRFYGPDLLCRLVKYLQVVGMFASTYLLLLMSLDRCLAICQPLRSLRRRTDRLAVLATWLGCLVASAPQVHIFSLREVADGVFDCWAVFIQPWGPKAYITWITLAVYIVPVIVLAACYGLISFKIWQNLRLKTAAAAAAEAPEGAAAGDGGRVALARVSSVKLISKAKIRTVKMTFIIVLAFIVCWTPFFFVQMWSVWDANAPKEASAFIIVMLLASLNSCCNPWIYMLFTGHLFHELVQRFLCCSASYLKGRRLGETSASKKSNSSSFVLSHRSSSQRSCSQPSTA
DNA FID counter – fluorescent intercalator displacement, NS3 helicase counter-screen. DNA fluorescent intercalator displacement, fluorescence. 290,000 tested, 0.17% active. inhibition, % at 7.9 µM; in the data active = inhibition above about 37%;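 also: 0% = vehicle and 100% = reference compound; higher means more ethidium bromide displaced from hairpin DNA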
V1R ag counter – V1a receptor agonism, counter-screen for OXTR agonists | P37288 | CHO-V1R cells, Fluo-8 calcium fluorescence, agonist mode; 0% DMSO, 100% 3 nM vasopressin | activation, % at 3 µM | 320,000 tested, 0.25% active | AID 2797;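 active = activation above the mean activation of all tested compounds plus 3 SD, per screening run, cut at about 20% in these data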;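 also: signal is peak over basal fluorescence ratio across a 100 second FLIPR read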
GalR3 antagonist – blocks the human galanin receptor 3 | HEK293 GalR3-CNG cAMP membrane potential fluorescence; galR3 body fused to GalR1 C-terminus | inhibition, % at 3 µM | O60755 | 360,000 tested, 0.44% active | AID 651719;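 active = inhibition above the screen-wide average plus 3 SD, cut at about 13% in these data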;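 also: forskolin and galanin both at EC90 stimulate the cells; cAMP rise reported by CNG channel membrane potential dye signal; 0% = forskolin plus galanin with DMSO and 100% = forskolin alone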
Target sequence (O60755 1-299 limits assumed): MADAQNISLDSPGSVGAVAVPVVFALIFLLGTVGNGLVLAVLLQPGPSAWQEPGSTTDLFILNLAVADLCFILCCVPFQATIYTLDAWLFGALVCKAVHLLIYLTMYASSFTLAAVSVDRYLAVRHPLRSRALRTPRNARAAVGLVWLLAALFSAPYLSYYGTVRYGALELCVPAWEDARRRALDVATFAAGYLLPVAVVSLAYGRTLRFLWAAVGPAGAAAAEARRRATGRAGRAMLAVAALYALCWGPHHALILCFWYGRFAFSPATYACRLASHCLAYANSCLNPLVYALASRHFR
PHOSPHO1 inh – PHOSPHO1 (human) inhibition; 290,000 tested, 1.1% active; recombinant PHOSPHO1, absorbance phosphatase assay; Q8TCT1; inhibition, % at 13.3 µM; in the data active = inhibition above about 60%
Target sequence (Q8TCT1 whole entry, looked up): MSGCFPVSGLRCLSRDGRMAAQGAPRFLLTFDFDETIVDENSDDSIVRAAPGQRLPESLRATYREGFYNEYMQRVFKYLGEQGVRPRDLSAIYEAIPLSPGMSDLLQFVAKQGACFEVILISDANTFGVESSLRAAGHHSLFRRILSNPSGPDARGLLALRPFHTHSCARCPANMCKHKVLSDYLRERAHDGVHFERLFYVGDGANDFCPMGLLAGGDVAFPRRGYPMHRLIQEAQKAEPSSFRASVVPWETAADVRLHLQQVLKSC
GPR7 antagonist – blocks human GPR7 receptor signaling; 290,000 tested, 1.1% active; GPR7-expressing cells, fluorescence antagonist assay; P48145; inhibition, % at 4.4 µM; AID 1861; in the data active = inhibition above about 16%, passing the limit was not always enough;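 also: cells stimulated with the agonist NPW; 0% = agonist with vehicle and 100% = vehicle without agonist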
VIM-2 inh – blocks Pseudomonas aeruginosa VIM-2 metallo-beta-lactamase. purified VIM-2, nitrocefin hydrolysis, epi-absorbance fluorescence. inhibition, % at 5.6 µM. 290,000 tested, 0.89% active. AID 1527;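 active = inhibition above the mean of all tested compounds plus 3 SD, cutoff set per screening run, cut at about 7.5% in these data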;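 also: red hydrolysis product quenches plate fluorescence so inhibitors raise well fluorescence; 0% = enzyme with DMSO and 100% = DMSO without enzyme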
NS3 helicase inh – inhibitors of Hepatitis C virus NS3 helicase; NS3 helicase DNA unwinding, Cy5 molecular beacon fluorescence; 290,000 tested, 0.56% active; inhibition, % at 10.9 µM; AID 1800;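 active = inhibition above the mean of all tested compounds plus 3 SD, set per campaign, cut at about 35% in these data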;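 also: 0% = DMSO wells and 100% = thioflavine S control wells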
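System: NS3 helicase fragment of HCV / Schedule: 1 h at 25 °C / Control set: DMSO alone as 0% and 110 µM thioflavine S as 100% / Reagent: Cy5/quencher beacon DNA duplex and ATP to start / Technique: Cy5 fluorescence / Replication: singlicate / Evaluation: % inhibition of end-to-start signal ratio versus controls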
* marks the source's active call; other numbers are inactive results; . = no result given; & = joins results of further samples.

Each structure is followed by: DNA FID counter, NS3 helicase inh, GalR3 antagonist, GPR7 antagonist, IMP-1 inhibitor, PHOSPHO1 inh, OXTR agonist, VIM-2 inh, V1R ag counter
1: Nc1nc(N)c(N=Nc2ccc(C(=O)O)cc2)c(N)n1
    3, 2, -6, 2, -1.2, 15, 0.4, -0.1, -0.7
2: CCC(=O)N1CCc2cc(S(=O)(=O)CCC(=O)N3CCc4ccccc4C3)ccc21
    -12, 3, ., 1, -2.4, 21, -0.1, -1.1, 0.4
3: CCOC(=O)c1ccc(NC(=O)N2CC(C)OC(C)C2)cc1 (stereo unspecified)
    -11&-15, -1&17, -6, -1&-4, -2.7&-3.0, 29&12, 0.7, -4.5&-3.2, 1.5
4: CC(C)(C)C1=Nn2c(nnc2C2CCCCC2)SC1
    -27, -6, -7, -10, -3.0, 3, -1.0, -3.4, -0.6
5: CCn1c(C)nc2cc(C(=O)NNC(=O)Nc3ccc(Cl)cc3)ccc21
    -2, 3, -6, -14, -2.3, -22, 0.0, -2.4, 0.3
6: Cc1cc(-c2ccccc2)oc(=O)c1NC(=O)c1ccccc1
    -3, 12, -2, 7, -1.1, 37, 0.7, 1.3, 0.4
7: Cc1[nH]nc2c1C(C(C)c1ccccc1)C(C#N)=C(N)O2 (stereo unspecified)
    -5, -5, -5, -8, -3.0, -17, 0.4, -2.0, 0.8
8: C=C(C)CC(NCc1ccco1)c1ccc(OC)cc1 (stereo unspecified)
    3, 11, 2, 1, 0.9, 34, 1.0, 0.0, 1.3
9: CN=c1scc(-c2cccs2)n1/N=C/c1ccccc1O
    -5, 8, -7, -6, 0.1, -1, -0.6, -1.6, 0.8
10: C=CCNC(=O)C1CCN(c2cc(C)nc(-c3ccccc3)n2)CC1
    -1, -2, -4, -13, -0.1, 37, -0.1, -1.7, 0.0
11: O=C(CCCCCn1c(=S)[nH]c2ccsc2c1=O)NC1CCCCC1
    -37, -10, -5, -4, -2.3, -13, 2.6, -4.8, 4.4
12: COc1cc(OC)c(OC)cc1CNC1CCCCCC1
    9, -1, -6, -1, -0.3, 0, -0.6, -4.8, -0.5
13: Cc1c(C(C)O)nnn1-c1nonc1N (stereo unspecified)
    3, -23, 4, -18, -3.6, 10, -0.2, -0.1, 0.2
14: CCOc1ccc(S(=O)(=O)N/N=C(\C)Cc2ccc(OC)cc2)cc1
    0, 5, -2, -1, -3.6, -2, -0.8, -4.8, -0.9
15: O=C(Nc1ccccc1)Nc1cc(OCC(F)(F)F)cc(OCC(F)(F)F)c1
    0, -9, -6, 15, -3.2, -32, ., -1.3, .
16: O=C(c1cnc2n(c1=O)CCS2)N1CCN(c2ccccc2Cl)CC1
    -8, -12, ., -19, -2.1, -20, ., -1.9, .
17: O=C(Nc1c(F)cc(F)cc1Br)c1cc(-c2ccc(O)cc2)on1
    -4, -6, -1, 1, -2.6, -13, 9.3, -4.7, 9.3
18: CCO/C=C1/C(=O)N(C)C(=O)c2cc(OC)ccc21
    -2, 0, -2, -12, -5.9, 30, -0.1, -2.6, 1.2
19: COC(=O)c1sccc1NC(=O)CSc1cc(Cl)ccc1Cl
    -6, 11, -4, -9, -4.1, 29, -0.5, -2.5, 1.7
20: O=C(Nc1ccccn1)c1sc2cccc(F)c2c1Cl
    1, 6, 3, -6, -2.3, -31, 0.4, 1.5, 0.0
21: COc1ccc(N(C(=O)c2ccncc2)S(=O)(=O)c2ccc(F)cc2)cc1
    -19, -4, 0, -3, -2.8, -1, 0.5, -2.9, 1.5
22: COc1cccc(NC(=O)c2cnc(SC)nc2)c1
    -9, -3, -1, -17, 1.2, -7, -0.4, 1.0, 0.3
23: Cc1ccc(CNC(=O)COc2ccc(S(=O)(=O)N3CCCC3)cc2)cc1
    -29, 20, -8, -13, -2.0, 35, -0.4, -1.8, 0.0
24: COCCCn1c(SCC(=O)Nc2ccccc2F)nnc1-c1ccoc1C
    -20, -1, -6, 4, -0.2, 19, 0.1, -0.9, 0.2
25: CC(=N\NC(=O)c1ccc([N+](=O)[O-])cc1)/C(=N/O)C(=O)Nc1ccccc1
    3, -2, 0, -17, -1.6, 53, 0.8, -6.9, 1.0
26: Cc1ccc2oc(=O)c3cnn(CC(=O)N4CCc5ccccc5C4)c3c2c1
    ., ., -1, ., ., -7, -0.6, ., 0.1
27: NNc1nc2c(F)cccc2s1
    -10, 21, -2, 6, -2.1, 3, -0.5, 0.4, 3.9
28: COC(=O)/C=C1/N/C(=N\c2nc(C)cc(C)n2)N(c2ccc(C)c(C)c2)C1=O
    -11, -4, -3, 9, -1.3, 14, -1.1, 0.0, 0.5
29: Cc1ccc(OCc2nnc(NC(=O)c3cccnc3)s2)cc1
    -22, -8, 1, -7, -1.9, 25, 0.8, -2.4, 0.4
30: N#CC(C(=O)NCCc1ccccc1)c1nc2ccccc2nc1N1CCOCC1 (stereo unspecified)
    -3, -3, -4, -10, -2.8, -14, -0.4, -2.6, 0.5

Excerpt: compounds 1–5
Each structure is followed by: DNA FID counter, NS3 helicase inh, GalR3 antagonist, GPR7 antagonist, IMP-1 inhibitor, PHOSPHO1 inh, OXTR agonist, VIM-2 inh, V1R ag counter
1: Nc1nc(N)c(N=Nc2ccc(C(=O)O)cc2)c(N)n1
    3, 2, -6, 2, -1.2, 15, 0.4, -0.1, -0.7
2: CCC(=O)N1CCc2cc(S(=O)(=O)CCC(=O)N3CCc4ccccc4C3)ccc21
    -12, 3, ., 1, -2.4, 21, -0.1, -1.1, 0.4
3: CCOC(=O)c1ccc(NC(=O)N2CC(C)OC(C)C2)cc1 (stereo unspecified)
    -11&-15, -1&17, -6, -1&-4, -2.7&-3.0, 29&12, 0.7, -4.5&-3.2, 1.5
4: CC(C)(C)C1=Nn2c(nnc2C2CCCCC2)SC1
    -27, -6, -7, -10, -3.0, 3, -1.0, -3.4, -0.6
5: CCn1c(C)nc2cc(C(=O)NNC(=O)Nc3ccc(Cl)cc3)ccc21
    -2, 3, -6, -14, -2.3, -22, 0.0, -2.4, 0.3

The listing continues:
Each structure is followed by: DNA FID counter, NS3 helicase inh, GalR3 antagonist, GPR7 antagonist, IMP-1 inhibitor, PHOSPHO1 inh, OXTR agonist, VIM-2 inh, V1R ag counter
31: COc1cccc2cc(C(=O)NCCN3CCOCC3)c(=O)oc12
    -6, 6, 1, -7, -2.8, 6, 0.4, 0.6, -0.8
32: CC(=O)N1CCC(C(=O)NC2CC(C)(C)Cc3c2cnn3-c2ccc(F)cc2)CC1 (stereo unspecified)
    -38, -1, 3, 8, -1.0, -9, -0.1, -1.1, 0.5
33: Cc1c(C(=O)N(Cc2ccccc2)C(C)C)cnn1-c1ccccc1
    -35, 1, 1, -10, -2.8, 32, -1.6, -2.8, -0.6
34: Cc1ccc(C(=O)N2CCN(c3ncnc4c3cnn4-c3ccccc3)CC2)cc1
    -2, 4, 5, 0, 1.0, ., -1.7, -0.8, 0.5
35: NC(N)=NS(=O)(=O)c1ccc(N=C2C(=O)Nc3ccccc32)cc1
    -1, 2, -2, -5, -0.3, 25, 0.9, 0.3, 0.8
36: O=C(c1sc2ccccc2c1Cl)N(Cc1ccco1)C1CCS(=O)(=O)C1 (stereo unspecified)
    -27, 11, -3, 6, 0.7, 16, 0.7, 1.6, 0.9
37: O=C(CC1C(=O)NCCN1Cc1cccc(Oc2ccccc2)c1)NCCc1ccccn1 (stereo unspecified)
    -34, 13, -7, -15, -3.0, 48, -0.6, -2.5, 0.0
38: COc1ccc(OC)c(C(=O)N2CCC(C(=O)c3ccc(F)cc3)CC2)c1
    -25, -7, -6, -5, -0.8, -4, 0.4, -1.6, 1.6
39: Clc1ccc2c(c1)C(N1CCNCC1)Cc1ccccc1S2 (stereo unspecified)
    34, -36, ., 28*, 0.8, 5, 29*, -1.8, 12
40: CCOc1ccc(C(=O)N2CCc3ccccc32)cc1
    -22, 4, -10, -14, -2.6, 40, -1.5, -1.7, -0.6
41: Cc1cc(=O)oc(C)c1C(=O)OC(C(=O)c1ccccc1)c1ccccc1 (stereo unspecified)
    -6, 6, 0, -9, 0.1, -9, -3.0, -1.6, -1.6
42: Cc1ccc(C)c(N2CCN(CCCNC(=O)CCn3c(=O)c4cccn4c4cccnc43)CC2)c1
    6, -24, -9, -5, -0.9, 14, -0.9, 0.5, 0.8
43: CC(C)OCCCNC(=O)c1cc(Sc2ccc(F)cc2)nc2ccccc12
    -22, -5, 0, -11, -3.0, -8, -0.7, -4.2, 2.1
44: Cc1cc(C)nc(N2CCC(C(=O)Nc3ccc4c(c3)OCCO4)CC2)n1
    -14, 9, -7, 0, -0.6, -12, -0.8, -3.2, -0.3
45: CN(N=Nc1ccc([N+](=O)[O-])cc1)c1ccccc1
    -11, -3, 5, 2, -0.7, -5, -1.5, -4.5, 0.0
46: CCn1c(=O)c(C(=O)NCc2ccccc2)c(O)c2ccccc21
    -8, -1, -8, -19, 0.6, 19, -1.4, -1.5, 0.2
47: COc1ccc(OC)c(C2C(C#N)=C(N)Oc3cc(N)ccc32)c1 (stereo unspecified)
    -29, 30, -4, 9, -0.3, -34, 1.0, -0.1, 2.7
48: COc1ccc(C2C(C(=O)Nc3cc(C)on3)c3ccccc3C(=O)N2C)cc1OC (stereo unspecified)
    -14, -2, -4, 3, -1.7, 14, 1.5, -3.1, 0.7
49: CCOc1ccc(N2CC(C(=O)NCCc3ccccc3)CC2=O)cc1 (stereo unspecified)
    -26, -1, 3, -17, -1.4, 41, -0.1, -0.8, -0.5
50: N/C(CN1CCSCC1)=N\OCc1c(F)cccc1Cl
    -9, -7, -2, -3, -0.5, -1, 0.1, -0.3, -0.2
51: Cc1cc(NC(=O)COC(=O)CCS(=O)(=O)c2ccc(Cl)cc2)no1
    -11, 6, -6, -7, -0.1, 31, 0.2, -0.5, 0.1
52: O=C(COC(=O)c1cccs1)Nc1cccc(S(=O)(=O)NC2=NCCCCC2)c1
    -18, 1, -5, -2, -2.0, 32, 0.3, -3.0, 0.8

Compounds shown so far that contain an aryl thioether with sulfur outside any ring (four):
Each structure is followed by: DNA FID counter, NS3 helicase inh, GalR3 antagonist, GPR7 antagonist, IMP-1 inhibitor, PHOSPHO1 inh, OXTR agonist, VIM-2 inh, V1R ag counter
19: COC(=O)c1sccc1NC(=O)CSc1cc(Cl)ccc1Cl
    -6, 11, -4, -9, -4.1, 29, -0.5, -2.5, 1.7
22: COc1cccc(NC(=O)c2cnc(SC)nc2)c1
    -9, -3, -1, -17, 1.2, -7, -0.4, 1.0, 0.3
24: COCCCn1c(SCC(=O)Nc2ccccc2F)nnc1-c1ccoc1C
    -20, -1, -6, 4, -0.2, 19, 0.1, -0.9, 0.2
43: CC(C)OCCCNC(=O)c1cc(Sc2ccc(F)cc2)nc2ccccc12
    -22, -5, 0, -11, -3.0, -8, -0.7, -4.2, 2.1

Screens (PubChem BioAssay)
